Bioassay records as filed in PubChem.
FLuc act counter: firefly luciferase counter-screen for stimulation assays; activation factor at 10 µM; 200,000 tested, under 10 active; ATPlite luciferase biochemical, luminescence, 10 min; 0 = ATP-free wells, 1 = DMSO control;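 active = luciferase activation factor, scaled between plate controls, of at least 2 with compound at 10 µM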
Target sequence (P08659 whole entry, looked up): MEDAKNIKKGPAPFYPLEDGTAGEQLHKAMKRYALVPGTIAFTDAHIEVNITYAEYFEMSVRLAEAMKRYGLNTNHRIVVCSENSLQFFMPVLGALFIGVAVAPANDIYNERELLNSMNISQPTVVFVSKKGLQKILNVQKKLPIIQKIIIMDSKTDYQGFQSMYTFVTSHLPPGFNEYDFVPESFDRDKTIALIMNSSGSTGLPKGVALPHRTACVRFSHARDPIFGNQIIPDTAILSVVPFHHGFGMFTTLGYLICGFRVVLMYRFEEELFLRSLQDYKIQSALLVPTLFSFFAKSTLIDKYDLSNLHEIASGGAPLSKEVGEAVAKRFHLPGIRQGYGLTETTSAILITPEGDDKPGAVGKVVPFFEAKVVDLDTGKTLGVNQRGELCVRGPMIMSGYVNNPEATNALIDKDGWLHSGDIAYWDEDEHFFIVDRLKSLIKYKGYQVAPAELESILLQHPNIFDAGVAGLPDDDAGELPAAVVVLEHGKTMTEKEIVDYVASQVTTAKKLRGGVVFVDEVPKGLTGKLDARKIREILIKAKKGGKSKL
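assay system = Luciferase/luciferin detection reagent, cell-free biochemical luciferase assay | also added = ATP substrate | times = 10 min post-reagent at room temperature | measured by = luminescence from luciferase reaction | measure = luciferase activation, seen as luminescence increase over controls | benchmarks = low control with PBS replacing ATP, high control enzyme plus ATP without compound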
TNAP inh hiacc: blocks human TNAP under high phosphate acceptor concentration. P05186. 200,000 compounds, 0.03% hits. purified TNAP, CDP-star luminescence, 1 M DEA. inhibition, % at 20 µM;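 active = over 50% inhibition of tissue-nonspecific alkaline phosphatase at 20 µM in the single-dose screen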;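 also: plate controls were DMSO wells for no effect and EDTA-quenched wells as full inhibition for full effect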
Target sequence (P05186 whole entry, looked up): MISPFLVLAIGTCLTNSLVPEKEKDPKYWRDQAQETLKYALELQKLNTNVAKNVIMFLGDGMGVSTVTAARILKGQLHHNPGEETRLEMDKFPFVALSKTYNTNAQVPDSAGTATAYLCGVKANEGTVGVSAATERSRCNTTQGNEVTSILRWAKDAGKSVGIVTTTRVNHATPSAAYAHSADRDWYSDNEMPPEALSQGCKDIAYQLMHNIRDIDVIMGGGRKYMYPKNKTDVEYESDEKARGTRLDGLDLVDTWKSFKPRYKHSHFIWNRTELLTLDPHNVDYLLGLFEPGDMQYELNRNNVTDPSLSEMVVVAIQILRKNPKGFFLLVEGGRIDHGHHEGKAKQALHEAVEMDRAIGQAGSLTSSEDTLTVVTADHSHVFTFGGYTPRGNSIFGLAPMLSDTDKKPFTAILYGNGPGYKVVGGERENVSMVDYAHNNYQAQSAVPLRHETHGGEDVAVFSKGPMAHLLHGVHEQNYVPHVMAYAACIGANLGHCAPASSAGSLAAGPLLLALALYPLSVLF
TNAP inh noacc: TNAP (human) inhibition, acceptor-free conditions. inhibition, % at 20 µM. P05186. purified TNAP, CDP-star luminescence, 30 min. 200,000 compounds, 0.26% hits;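 active = tissue-nonspecific alkaline phosphatase inhibition above about 50% at 20 µM in the single-dose screen, limit read from the data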;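 also: 0% = DMSO negative control and 100% = EDTA positive control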
bIAP activator: increases bovine intestinal alkaline phosphatase activity. purified bovine IAP, CDP-star luminescence, 30 min; stronger effect = higher value; fold of DMSO-control signal, blank-subtracted. 200,000 compounds, 0.17% hits. activation factor at 20 µM;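 active = activation factor of 2 or more at 20 µM, a signal rise over negative controls twice the positive control's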
RAM inhibit: yeast RAM network inhibition | AID 868 | inhibition, % at 50 µM | 190,000 compounds, 1.8% hits | S. cerevisiae dse1pr::URA3 reporter, 5-FOA growth OD615, 2 d; analog-sensitive cbk1-as2 kinase mutant strain;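 active = inhibition above a set limit, 3 SD over mean compound inhibition, cut at about 8.4% in these data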;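 also: 0% = DMSO-only wells with no growth and 100% = 10 µM 1-NA-PP1 full growth; inhibition rescues growth on 5-FOA so higher OD means more RAM inhibition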
Lmaj promast: Leishmania major promastigote growth inhibition | AID 1063 | Leishmania major promastigotes, resazurin fluorescence viability | 200,000 compounds, 9% hits | inhibition, % at 10 µM; in the data active = inhibition above about 50%;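 also: promastigotes grown with compound for 44 hours at 28 °C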
APP 5UTR inh: APP translation inhibition | SH-SY5Y APP 5'UTR-luciferase reporter, luminescence | 190,000 compounds, 0.82% hits | inhibition, % at 2 µM;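 active = inhibition above a set limit, derived from the sample mean plus 3 SD, cut at about 45% in these data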; also: values of inactives mirror those of a sister screen read the other way
FLuc inh counter: counter-screen for luciferase assay inhibitors: firefly luciferase inhibition; P08659; ATPLite firefly luciferase biochemical luminescence, 10 min; inhibition, % at 10 µM; 200,000 compounds, 1.5% hits;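 active = inhibition above about 50% when tested at 10 µM, limit read from the data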
bIAP inhibitor: blocks bovine intestinal alkaline phosphatase activity. AID 1019. inhibition, % at 20 µM. 190,000 tested, under 10 active. purified bovine IAP, CDP-star luminescence, 30 min;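 active = over 50% inhibition of intestinal alkaline phosphatase at 20 µM in the single-dose screen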
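Assay system: bovine IAP enzyme; medium: DEA buffer 100 mM, pH 9.8, with MgCl2 1.0 mM, ZnCl2 0.02 mM; doses: 20 µM single dose; incubation: enzyme reaction for 30 min at room temperature; detection: CDP-star luminescence signal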
TNAP act hi DEA: increases human TNAP activity under high phosphate acceptor concentration; purified TNAP, CDP-star luminescence, 1 M DEA, 30 min; stronger effect = higher value; 0 = EDTA background, 1 = DMSO-only activity; activation factor at 20 µM; AID 1136; 200,000 tested, under 10 active;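 active = activation factor at least 2 at 20 µM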
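Test system – human TNAP · Doses – 20 µM single point · Incubation – 30 min, room temperature · Signal – luminescent substrate turnover signal · Read-out basis – activation factor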
An asterisk follows results filed as active; · = no result given. Random draw from the library; any-hit rate near 13%.

mol	FLuc act counter	TNAP inh hiacc	TNAP inh noacc	bIAP activator	RAM inhibit	Lmaj promast	APP 5UTR inh	FLuc inh counter	bIAP inhibitor	TNAP act hi DEA
COc1ccccc1S(=O)(=O)Cc1ccc(C(=O)NCc2ccc3c(c2)OCO3)o1	1.1	-5	3	1	2.3	-1	-4	-13	4	1
O=C1CC(C(=O)N(c2ccc(F)cc2)C(C(=O)NC2CCCC2)c2ccccn2)CS1 (stereo not given)	1.1	-2	-5	0.9	0.7	-7	0	-7	13	1
O=C(NCc1nc2ccccc2[nH]1)c1c(F)c(F)c(F)c(F)c1F	1	-4	-5	1.2	0.1	5	-27	-2	-18	1
COc1cccc(C=Nc2cccc3c(=O)[nH][nH]c(=O)c23)c1O	0.2	-3	-78	1.3	0.1	-7	-12	80*	-29	1
O=C(c1cccs1)n1nc(-c2ccc(Cl)cc2)nc1NCc1ccco1	1.1	0	-4	0.8	13*	2	9	-8	22	1
COc1ccc(N2CCN(C(=O)c3ccc(CS(=O)(=O)c4ccc(OC)cc4)o3)CC2)cc1	1.1	-7	-5	1	2.3	81*	12	-11	-4	1.1
COc1ccc(-c2nnc(SCC(=O)N3CCCCC3)o2)c(OC)c1	0.9	-6	-8	1	0.2	-1	-17	5	-4	1.1
CNC(=O)c1ccc(-c2ccc(OC)cc2)s1	0.4	-1	-10	0.9	0.6	-7	-99	61*	8	1
CCCSc1nc(O)c(C2OC(=O)c3c2ccc(OC)c3OC)c(=O)n1C (stereo not given)	1.1	-4	-9	1	0.4	-4	0	-6	-2	1
CC(C)(C)n1ncc2c(=O)n(CC(=O)N3CCCCC3)cnc21	1	-2	-8	1.1	0.4	-1	-8	-3	-5	1
O=c1[nH]c(C2CCCN(S(=O)(=O)c3ccccc3)C2)nc2c1nnn2Cc1ccccc1F (stereo not given)	1	-4	-8	1	-1.2	18	4	-1	0	1
COc1ccccc1N(CC(=O)Nc1ccccc1C)S(C)(=O)=O	1.1	1	-5	1	-0.1	-2	16	-6	0	1
O=C(NC1(C(F)(F)F)Oc2ccccc2O1)N1CCCC1	1.1	5	22	1	0.4	4	15	-5	1	0.9
CC(C)(C)NC(=O)NC(=O)COC(=O)c1cc(=O)[nH]c2ccccc12	1.1	-5	-19	0.9	1.6	-2	4	-7	14	1
COc1ccc(C(CC(=O)N2CCOCC2)C(C)C)cc1 (stereo not given)	1.1	-1	-9	0.9	2.4	-3	-5	-7	8	1
O=C(Nc1cc(S(=O)(=O)N2CCOCC2)ccc1O)c1ccco1	1	0	-8	1	0.8	3	7	-4	-3	1
CCC(CO)NC1=CC(=O)CCC1 (stereo not given)	1.1	1	-1	1.1	0.3	-8	11	-7	-8	1
Cc1ccc2c(CC(=O)Nc3c(C)n(C)n(-c4ccccc4)c3=O)coc2c1	1.1	2	4	1	1.2	-5	3	-6	-1	1
CCOC(=O)N1CCN(C(=O)CSc2nnc(-c3cccc(Cl)c3)o2)CC1	1.1	-1	-10	0.9	1.2	-2	-15	-7	12	1
COC(=O)c1c(C#N)c(N)nc2c1CCC2	1	-1	-4	0.8	4.4	-2	-12	-4	15	1
C/C(=N\NC(=O)CNc1cccc(C(F)(F)F)c1)c1ccc(Br)cc1	1	-2	-9	0.9	5.2	-3	-3	3	11	1
CCCCC(=O)Nc1cccc(NC(=O)c2cccc(Br)c2)c1	1	1	-1	1	3.5	13	0	2	4	1
CN1CCN(CCCNC(=O)c2cn(C3CCCCC3)c(=O)c3c2c2ccccc2n3C)CC1	1.1	-2	-10	1.1	-0.6	2	10	-7	-10	1
N#Cc1c(Nc2ccccc2)c(C=NCCN2CCOCC2)c[nH]c1=O	1	-2	-4	0.9	0.5	-2	-8	-1	5	1
Cc1ccc(C(=O)NNC(=O)CSc2nnc(-c3ccccc3)n2Cc2ccccc2)cc1	1	-6	-119	0.8	-0.4	-5	-2	-4	23	1.1
O=[N+]([O-])c1ccc(CSc2nnc(SCc3ccccc3)s2)cc1	1	5	-5	1.2	8.2	-4	4	-2	-20	1
CCOC(=O)C1=C(C)NC(=S)NC1c1cc(C)sc1C (stereo not given)	1	-1	2	0.9	0.8	8	-19	0	10	1
C/C(N)=C(/C#N)C(=O)COC(=O)c1cccc2ccccc12	1	0	-10	0.9	1.7	-4	-16	-1	7	1
CC1CC(c2ccccc2)n2nc(NC(=O)c3ccco3)nc2N1 (stereo not given)	1.1	1	-3	1.1	0.4	-6	-14	-8	-13	1
Cc1cc(=O)c2c(o1)CC(C)(C)CC2=O	1.1	-4	2	0.9	-0.2	-2	-6	-10	8	1

Ordered by number of heavy atoms (low to high): part of the list above.
mol	FLuc act counter	TNAP inh hiacc	TNAP inh noacc	bIAP activator	RAM inhibit	Lmaj promast	APP 5UTR inh	FLuc inh counter	bIAP inhibitor	TNAP act hi DEA
O=[N+]([O-])c1ccc(CSc2nnc(SCc3ccccc3)s2)cc1	1	5	-5	1.2	8.2	-4	4	-2	-20	1
N#Cc1c(Nc2ccccc2)c(C=NCCN2CCOCC2)c[nH]c1=O	1	-2	-4	0.9	0.5	-2	-8	-1	5	1
Cc1ccc(C(=O)NNC(=O)CSc2nnc(-c3ccccc3)n2Cc2ccccc2)cc1	1	-6	-119	0.8	-0.4	-5	-2	-4	23	1.1

(more compounds)
mol	FLuc act counter	TNAP inh hiacc	TNAP inh noacc	bIAP activator	RAM inhibit	Lmaj promast	APP 5UTR inh	FLuc inh counter	bIAP inhibitor	TNAP act hi DEA
Cc1cc(C)cc(N(CCC#N)C(=O)CSc2nc3nc(C)cc(C)n3n2)c1	1	-4	-8	1	-0.3	1	3	-4	4	1
C=CCOC(=O)CCP(=O)(CCC(=O)OCC=C)c1ccccc1	1.1	-8	-15	1	1.4	-2	-5	-8	-4	1.1
COC(=O)CCCCC1SCC(NC(=O)c2ccccc2)C1OC(C)=O (stereo not given)	1.1	-8	-14	1	9.2*	-1	-10	-5	-4	1.1
N/C(=N\OC(=O)CCc1ccccc1)c1cccnc1	0.9	-2	-7	0.9	0.2	-5	-3	15	6	1
Cc1nn(C)cc1C1C2=C(CC(C)(C)CC2=O)N(c2ccccc2)C2=C1C(=O)CC(C)(C)C2	1.1	-1	-14	0.9	-0.1	-3	-11	-5	6	1
CCCSc1nsc(NC(=O)C(c2ccccc2)c2ccccc2)n1	1	7	-4	1	3.7	10	18	-3	2	0.9
O=C(NCC1CCCO1)c1ccc(S(=O)(=O)N2CCC(c3nc4ccc(Cl)cc4[nH]3)CC2)cc1 (stereo not given)	1.1	-6	-11	1	0.1	-4	22	-10	-2	1.1
CCOC(=O)C1CCN(C(=O)CN(c2ccc(Cl)c(C(F)(F)F)c2)S(C)(=O)=O)CC1	1.1	-3	-9	1	3.1	-4	-1	-8	3	1
CCC12C(=O)C(CC)(C(c3ccccc3)=C1c1ccccc1)[C@@H]1C(=O)N(c3ccc(C)cc3)C(=O)C12 (stereo not given in full)	1	3	4	1.1	3.0	40	-8	-3	-12	1
COc1ccc2oc(C(=O)c3ccccc3)c(NC(=O)CN3CCN(C)CC3)c2c1	1.1	-4	-4	1	0.0	98*	3	-11	-2	1

Remaining list, next part.
Every second line gives: FLuc act counter | TNAP inh hiacc | TNAP inh noacc | bIAP activator | RAM inhibit | Lmaj promast | APP 5UTR inh | FLuc inh counter | bIAP inhibitor | TNAP act hi DEA
O=P(O)(CP(=O)(c1ccccc1)c1ccccc1)c1ccccc1
→ 1 | 0 | -8 | 1 | 0.4 | -2 | -11 | -5 | -1 | 1
Cn1c(SCn2nnc3ccccc3c2=O)nc2ccccc2c1=O
→ 1 | -3 | 0 | 1.1 | 0.5 | 6 | 2 | -4 | -13 | 1
O=c1[nH]c(CSc2ncccn2)nc2c1cnn2-c1ccccc1
→ 1 | -6 | 6 | 1.1 | 3.8 | 54* | 10 | -1 | -12 | 1.1
CCC(C(=O)NC1CCCC1)N(C(=O)c1snc(C(N)=O)c1N)c1ccc2c(c1)OCCO2 (stereo not given)
→ 1.1 | -4 | -9 | 0.9 | 3.1 | 33 | -22 | -8 | 6 | 1
N#Cc1c(SCc2cccc(Cl)c2)sc(C(=O)c2ccccc2)c1N
→ 1.1 | -4 | -22 | 0.3 | 7.7 | 6 | -8 | -7 | · | 1
COc1ccccc1NC(=O)c1ccc(CN2CCOCC2)cc1
→ 1 | -9 | -8 | 1 | 0.9 | -8 | 10 | 1 | 3 | 1.1
CCOC(=O)N1CCN(C(=O)c2c(N)no[n+]2[O-])CC1
→ 1 | -5 | -15 | 1.1 | 2.9 | 9 | 5 | -1 | -9 | 1.1
O=C(CN(Cc1ccccc1)C(=O)CSc1nnc(COc2ccccc2)o1)NC1CCCC1
→ 1.1 | -5 | -15 | 0.9 | 8.6* | 16 | 4 | -9 | 14 | 1
CCOc1cc(NC(=S)NCCCN2CCOCC2)c(OCC)cc1NC(=O)CC(C)C
→ 1.1 | -6 | -12 | 1 | -0.9 | 2 | 11 | -8 | -2 | 1.1
CCC(C)c1ccc(NC(=S)NN2CCOCC2)cc1 (stereo not given)
→ 1 | -3 | -8 | 1.6 | -0.2 | 2 | -42 | 2 | -64 | 1
Cc1nnnn1-c1cccc(C(=O)O)c1
→ 1.1 | -6 | -12 | 0.9 | -0.5 | -7 | -10 | -6 | 11 | 1.1
O=C(CSCc1ccc([N+](=O)[O-])cc1)NC1CC2CCC1C2 (stereo not given)
→ 1 | 0 | -9 | 1.1 | 0.2 | -3 | -12 | 3 | -12 | 1
Cc1ccc(NCC(=O)N/N=C/c2cc3ccccc3nc2Cl)cc1
→ 1 | -5 | 1 | 1.1 | 0.3 | 84* | -7 | 0 | -5 | 1
CCN(CC)C(=O)Cn1ncc2c1-c1ccccc1OC2
→ 1 | 2 | -12 | 1.1 | 1.1 | -5 | 1 | -1 | -11 | 1
CCCCCc1nnc(NC(=O)Cn2cnc3ccccc3c2=O)s1
→ 1 | 2 | 6 | 0.7 | 3.5 | 11 | -7 | -1 | 30 | 1
OCCNc1nc2ccccc2n1CC(O)c1ccccc1 (stereo not given)
→ 1 | -1 | -1 | 1 | 0.3 | -2 | 14 | -5 | -3 | 1
CCc1cccc(CC)c1NC(=O)C(NS(=O)(=O)c1cccs1)c1ccccc1 (stereo not given)
→ 1.1 | -2 | -21 | 0.6 | 6.1 | 11 | -1 | -6 | 44 | 1
COc1cc(-n2c(=O)c3ccccc3n(CC(=O)c3ccc(Br)cc3)c2=O)cc(OC)c1OC
→ 1 | -4 | -7 | 0.9 | 3.4 | -4 | 2 | -3 | 6 | 1
